Mcl1-Bid inh: Mcl-1/Bid binding inhibitors, primary screen, biochemical, TR-FRET, 1536-well | Induced myeloid leukemia cell differentiation protein Mcl-1 (Homo sapiens), Q07820 | TR-FRET Mcl-1/Bid-Dy647 peptide binding | inhibition, % at 21.7 µM | 220,000 tested, 0.97% active;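 active = compounds that cut the binding signal by more than half at the single screening dose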;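 note: His-tagged Mcl-1 with europium anti-His antibody binding Bid BH3 peptide; 0% = Mcl-1 plus peptide wells and 100% = peptide-only wells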
Target sequence (Q07820 whole entry, looked up): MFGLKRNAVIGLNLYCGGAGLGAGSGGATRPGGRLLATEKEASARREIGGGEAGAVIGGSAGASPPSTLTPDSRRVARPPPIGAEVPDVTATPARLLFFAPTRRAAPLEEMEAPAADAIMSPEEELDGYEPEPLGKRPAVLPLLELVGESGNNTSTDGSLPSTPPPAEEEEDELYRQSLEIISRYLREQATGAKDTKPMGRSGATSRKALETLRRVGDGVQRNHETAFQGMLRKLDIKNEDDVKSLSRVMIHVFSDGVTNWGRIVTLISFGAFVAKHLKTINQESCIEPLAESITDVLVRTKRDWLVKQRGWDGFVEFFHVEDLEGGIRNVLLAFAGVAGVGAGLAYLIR
GSH bead fluor: compound fluorescence on glutathione beads, profiling panel, artefact control, biophysical, 488/530 nm, flow cytometry; 190,000 tested, 0.25% active; AID 1776, 2009; GSH beads flow cytometry, compound fluorescence 488/530 nm; hits give high values; fluorescence (KMESF) at 10 µM; in the data active = fluorescence above about 89;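 note: glutathione beads carrying GST-tagged Bcl family fusion proteins plus one bare bead set; values are compound well signal with DMSO vehicle wells as background; inactives centre near 16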
Bcl-B Bim block: inhibitors of Bim-Bcl-B binding, primary screen, biochemical, multiplexed, human Bcl-2 family. inhibition, % at 10 µM. 190,000 tested, 0.073% active. bead-based flow cytometry, Bim peptide-Bcl-B binding;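 note: 0% = tracer peptide without compound and 100% = reference inhibitor peptide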
RGS4-Gao reg: modulators of RGS4 binding to Galphao, primary screen, biochemical, multiplexed bead flow cytometry; AID 1415, 2008; actives lie on both sides; binding response (% of control), % at 10 µM; Guanine nucleotide-binding protein G(o) subunit alpha (Homo sapiens), P09471; 220,000 tested, 0.33% active; in the data active = binding response below about 49% or above about 150%; inactive = in between;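 note: fluorescent Galphao activated with aluminum fluoride binding bead-coupled RGS4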
Target sequence (P09471 whole entry, looked up): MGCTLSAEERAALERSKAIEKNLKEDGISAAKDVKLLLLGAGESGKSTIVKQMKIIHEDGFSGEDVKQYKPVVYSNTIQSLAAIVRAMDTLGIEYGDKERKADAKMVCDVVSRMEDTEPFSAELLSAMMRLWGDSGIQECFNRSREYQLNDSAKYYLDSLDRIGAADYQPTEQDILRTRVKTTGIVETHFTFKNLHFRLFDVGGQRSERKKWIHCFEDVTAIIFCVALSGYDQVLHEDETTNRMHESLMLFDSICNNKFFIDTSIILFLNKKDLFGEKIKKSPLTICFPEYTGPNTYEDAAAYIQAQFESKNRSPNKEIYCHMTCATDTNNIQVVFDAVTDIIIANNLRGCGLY
Bcl-XL Bim block: inhibitors of Bim-Bcl-XL binding, primary screen, biochemical, multiplexed, bead flow cytometry, human Bcl-XL | 190,000 tested, 0.04% active | AID 1007, 2008 | Bcl-2-like protein 1 (Homo sapiens), Q07817 | inhibition, % at 10 µM | Bim peptide-Bcl-XL binding, fluorescence
Target sequence (Q07817 whole entry, looked up): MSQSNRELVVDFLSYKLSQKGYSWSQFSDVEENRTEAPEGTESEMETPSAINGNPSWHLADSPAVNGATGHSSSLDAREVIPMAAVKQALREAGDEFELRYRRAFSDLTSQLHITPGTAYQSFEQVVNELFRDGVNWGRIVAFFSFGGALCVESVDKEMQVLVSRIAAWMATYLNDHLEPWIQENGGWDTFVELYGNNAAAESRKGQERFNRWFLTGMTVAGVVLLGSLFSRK
Bcl-W Bim block: inhibitors of Bim binding to Bcl-W, primary screen, biochemical, multiplexed, bead-based flow cytometry | 190,000 tested, 0.02% active | AID 952, 2007 | Bcl-2-like protein 2 (Homo sapiens), Q92843 | inhibition, % at 10 µM | Bim peptide-Bcl-W binding;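 note: 0% = bound tracer without compound and 100% = peptide blocker; higher means less fluorescent Bim peptide bound to Bcl-W beads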
RGS8-Gao reg: RGS8-Galphao binding modulators, primary screen, biochemical, multiplexed bead flow cytometry; Guanine nucleotide-binding protein G(o) subunit alpha (Homo sapiens), P09471; actives lie on both sides; response (percent of control binding), % at 10 µM; 220,000 tested, 0.34% active; AID 1423, 2008; in the data active = response below about 60% or above about 140%; inactive = in between;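 note: Galphao activated as the GDP aluminium fluoride complex binding bead-coupled RGS8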
RGS7-Gao: RGS7-Galphao binding modulators, primary screen, biochemical, multiplexed bead flow cytometry | Guanine nucleotide-binding protein G(o) subunit alpha (Homo sapiens), P09471 | AID 1439, 2008 | actives lie on both sides | 220,000 tested, 0.35% active | binding response (% of control), % at 10 µM; in the data active = binding response below about 49% or above about 150%; inconclusive = no clear call, values can overlap the other calls; inactive = in between;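 note: fluorescent Galphao held in activated GDP-AlF4 state binding bead-coupled RGS7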
Bim-Mcl-1: inhibitors of Bim peptide binding to Mcl-1, primary screen, biochemical, bead-based flow cytometry, multiplex. inhibition, % at 10 µM. Induced myeloid leukemia cell differentiation protein Mcl-1 (Homo sapiens), Q07820. AID 1009, 2008. 190,000 tested, 0.1% active. Bim peptide-Mcl-1 binding;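 note: 0% = no compound tracer wells and 100% = peptide blocker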
Bcl-2 Bim block: inhibitors of Bim-Bcl-2 binding, primary screen, biochemical, multiplexed, human Bcl-2 family | Apoptosis regulator Bcl-2 (Homo sapiens), P10415 | Bead-based flow cytometry, Bim peptide-Bcl-2 binding | inhibition, % at 10 µM | 190,000 tested, 0.06% active | AID 950, 2007; in the data active = inhibition above about 40%; inconclusive = no clear call, values can overlap the other calls;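 note: 0% = no compound wells with probe peptide and 100% = reference peptide inhibitor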
Bfl-1 Bim block: inhibitors of Bim binding to Bfl-1, primary screen, biochemical, multiplexed, bead-based flow cytometry; Bcl-2-related protein A1 (Homo sapiens), Q16548; Bim-Bfl-1 binding inhibition; inhibition, % at 10 µM; 190,000 tested, 0.12% active; AID 1008, 2008;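 note: 0% = wells without compound plus tracer and 100% = blocker peptide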
Active calls of the source: *; ? = inconclusive. Cut-off read from the data, not from the text of the source, unless noted: active = inhibition above about 40%.

SMILES	Mcl1-Bid inh	GSH bead fluor	Bcl-B Bim block	RGS4-Gao reg	Bcl-XL Bim block	Bcl-W Bim block	RGS8-Gao reg	RGS7-Gao	Bim-Mcl-1	Bcl-2 Bim block	Bfl-1 Bim block
O=C(NCCc1ccc(Cl)cc1)c1ncn[nH]1	-2	23	-4	102	-2	4	102	98	0	0	-8
Cc1cc(C)c(NC(=O)C2C3/C=C\CCCCC32)c(C)c1 (stereo not drawn)	-52	7	-9	104	0	4	102	101	-3	-4	-10
COc1ccc2c(c1)c(=O)cc(-c1ccccc1)n2C	0	15	1	97	-1	0	79	96	0	-2	-2
O=C(CN1CCN(c2ccccn2)CC1)Nc1cccc(C(F)(F)F)c1	10	42	-4	97	0	4	99	97	0	-10	-12
Cc1cc(C(=O)Nc2cccc(O)c2)c(C)o1	-38	24	-4	101	-5	-2	101	104	-2	-5	-2
O=C(NCc1ccco1)c1cccc(NS(=O)(=O)c2cccc(F)c2)c1	-17	6	-5	99	-3	-2	101	100	-2	0	0
CCOC(=O)Cn1c(=O)c2c(nc(N3CCCCC3)n2Cc2ccccc2)n(C)c1=O	-24	13	-4	99	0	0	98	96	1	-8	-8
COc1ccc(C2C(C(=O)Nc3ccccc3)=C(C)Nc3nc(CCCO)nn32)cc1 (stereo not drawn)	12	15	-3	99	-2	0	101	100	-1	-3	-5
O=C(NC1C(=O)NNC1c1ccccc1)c1ccccc1 (stereo not drawn)	-20	30	-10	76	-10	-1	83	72	-6	-11	-19
COc1cc(OC)cc(-c2nc(-c3cc4cc(C)ccc4nc3OC)no2)c1	8	42	-6	102	-2	0	101	101	0	-9	-13
O=C(CNC(=O)c1ccco1)N/N=C/c1c[nH]c2ccccc12	-48	12	-4	102	-1	0	101	102	1	-2	-3
COc1cc(C)c(Cl)cc1S(=O)(=O)NCC1CCCO1 (stereo not drawn)	2	36	-3	105	-5	-4	105	103	-8	-7	-5
Cc1ccc(C)c(CN2C(=O)c3ccccc3S(=O)c3ccc(C(=O)N4CCN(c5ccccn5)CC4)cc32)c1 (stereo not drawn)	-4	11	-16	100	-2	-1	101	101	-2	-2	-11
Cc1cc2cc(CNC(=O)CC(C)C)ccc2n1C	-37	26	-10	102	-9	-3	103	101	-3	-7	-15
Cc1nc(-c2cnn(-c3ccccc3)c2)c2cc(C)oc2n1	10	7	27	97	36	27	89	96	19	12	3
CC(C)OC(=O)C(C#N)c1nc2ccccc2nc1N1CCCC1 (stereo not drawn)	-16	36	-8	89	0	1	95	92	-2	-6	-11
O=[N+]([O-])c1c(C(Cl)Cl)nn(-c2ccccc2)c1N1CCOCC1	-22	10	-1	104	-2	0	116	106	4	-2	0
COc1ccc(-n2c(C)cc(C(=O)COC(=O)Cc3n[nH]c(=O)c4ccccc34)c2C)cc1	-86	13	-10	90	-5	0	98	89	0	2	0
NC(=O)CCCCC(=O)OCCCc1cccs1	4	52	-10	98	2	4	103	102	-4	-9	-9
CC(C)=C1C2CCC1C(C(=O)Nc1sc(C)c(-c3ccc(C(C)C)cc3)c1C(N)=O)C2C(=O)O (stereo not drawn)	-47	7	-3	100	-4	-4	101	101	-2	0	0
CCC(C#CCN1CCCCC1)(CC)OCCC#N	-23	48	0	100	-2	0	101	100	1	-1	-4
COc1ccc(-n2nnc3c(=O)n(Cc4cccc(C)c4)cnc32)cc1	-5	10	0	97	0	0	100	99	-1	2	2
COC(=O)c1ccccc1NC(=O)c1cncc(Br)c1	-5	33	-11	76	-7	0	79	79	-3	-11	-14
O=C(NCc1cccnc1)c1ccccc1[N+](=O)[O-]	-9	14	-7	98	-9	-3	97	99	-4	-6	-14
CCCCCCN1C(=O)C(O)=C(C(C)=O)C1c1ccc(Cl)cc1 (stereo not drawn)	-51	8	-1	99	-8	-9	99	100	0	-3	0
Brc1cccc2sc(N3CCCC3)nc12	-17	18	-2	108	-3	-1	104	108	0	-3	-2
CCOC(=O)CSc1nc2cc(C)cc(C)c2cc1C#N	-4	28	-13	101	-10	-6	102	105	-9	-17	-24
NC(=O)c1c(NC(=O)Cn2cc([N+](=O)[O-])cn2)sc2c1CCCC2	-29	61	2	98	-1	-1	88	97	-3	5	2
CCCCC(=O)Nc1cccc(C(=O)Nc2ccccc2C(=O)O)c1	-1	12	0	101	0	0	101	100	0	-5	-5
COc1ccc(Cl)cc1N/C(N)=N/c1nc(C)cc(C)n1	-1	12	-1	98	-2	1	102	98	4	0	-3
Cc1ccc2c(c1)N(CC(=O)N1CCCCCC1)C(=O)CO2	-5	17	-1	101	-2	-5	101	103	-1	-1	-2
Cc1cc(C)nc(/N=C2\NC(=O)CC(C(=O)O)N2c2ccc(F)c(Cl)c2)n1 (stereo not drawn)	-15	25	-2	102	-2	-1	103	101	0	-4	-3
COc1cccc(CNC(=O)CSc2ccc(-c3ccncc3)nn2)c1	-1	22	0	110	-4	-3	122	109	-3	-6	-1
COc1cccc(OCc2nnc(SCC(=O)N3c4ccccc4Sc4ccc(Cl)cc43)o2)c1	8	10	-13	99	-8	-4	98	102	-7	0	0
c1ccc(Oc2ccc(-c3ccnc4nc(N5CCOCC5)nn34)cc2)cc1	7	11	0	97	1	0	98	93	0	0	-4
CN(C)c1cccc(NC(=O)CCc2ccccc2)c1	-57	48	-6	97	-6	0	101	101	2	-4	-8
Cc1c(C(c2ccccc2O)c2c(C)n(C)n(-c3ccccc3)c2=O)c(=O)n(-c2ccccc2)n1C	-16	14	1	102	-3	-3	100	101	0	1	3
c1ccc2c(CNn3cnnc3)cccc2c1	-25	17	-6	102	-4	0	100	101	0	-4	-7
COCC(=O)NCc1nc2ccccc2[nH]1	-34	24	-4	95	-2	-3	100	94	0	-2	-4
COc1cnc(-c2ccccn2)nc1Oc1ccccc1Cl	-37	32	-10	105	-12	-1	102	108	-5	-10	-16
CC(C)n1nnnc1-c1cccc(Cl)c1	-3	24	-12	92	-5	-4	92	88	-3	-11	-21
CCC(=O)N(Cc1cc2cccc(C)c2[nH]c1=O)c1ccccc1OC	4	28	-4	96	0	0	100	98	-1	-1	-4
O=C(c1ccc(Cl)s1)N1CCc2ccccc21	-11	28	-5	98	-4	0	100	96	0	-6	-7
O=c1[nH]c2cc3c(cc2cc1C(c1nnnn1C1CCCCC1)N1CCSCC1)OCCO3 (stereo not drawn)	-12	22	-11	102	-5	-3	101	99	-1	-10	-14
CC1CCCCC1NC(=O)/C=C/c1nc2ccccc2s1 (stereo not drawn)	-41	7	-5	102	-5	-7	103	101	-2	-5	-4
O=C(Nc1nccs1)C1CCN(S(=O)(=O)c2ccc(Cl)c(C(F)(F)F)c2)CC1	-3	25	0	102	-2	-1	97	97	-5	-4	-4
C=CCn1c(SCc2nc3ccccc3[nH]2)nnc1-c1ccccn1	-19	24	-8	100	-8	0	101	97	-3	-11	-14
COc1ccc2c(c1)CC(=O)NC=C2	-129	17	0	117	1	2	106	104	-5	0	7
CCOC(=O)C1=C(O)/C(=C/c2ccc(-c3ccccc3C(=O)O)o2)SC1=Nc1ccc(OC)cc1	-1	17	-2	95	-1	4	94	91	0	0	-6
O=C(/C=C/c1ccco1)Nc1ccc(Oc2ccc(Cl)cc2)cc1	2	28	-9	95	7	0	96	95	-2	-7	-11
CCC(C)(C)c1nnc(NC(=O)c2cccc([N+](=O)[O-])c2)s1	8	12	-4	89	-3	-3	75	89	-2	0	-2
CSc1nc2ccc(NC(=O)C3=NNC(=O)CC3)cc2s1	-27	10	0	99	0	2	102	?	0	-1	-4
COc1ccc(/C=C/C(=O)N2CCCc3ccccc32)cc1	-11	6	-7	100	-6	-3	102	101	-7	-4	-1
O=C(Cn1cnc2c(nnn2-c2cccc(Cl)c2)c1=O)NCc1ccccc1	4	18	0	96	-3	-2	103	93	1	-4	-3
COc1cc2c(cc1NC(=O)COC(=O)Cn1cnc3ccccc31)oc1ccccc12	-9	35	-6	101	0	0	101	98	-1	-9	-4
O=C(O)c1cccc(N2C(=O)c3cccnc3C2=O)c1	14	10	-2	104	0	14	109	103	20	2	0
CN(C)c1ccc(/C=N/NC(=O)c2nonc2N)cc1[N+](=O)[O-]	-36	11	-3	100	-3	-2	99	96	-3	-5	-5
O=C1CC(c2ccccc2Cl)Cc2c1cnn2-c1nc2ccccc2s1 (stereo not drawn)	-10	15	9	92	13	9	80	101	13	4	8
CCCN=C1NC(=O)C(CC(=O)NCCc2ccc(OC)c(OC)c2)S1 (stereo not drawn)	-53	10	-2	96	-5	-8	98	100	-11	2	-1
Cn1c2c(c3ccccc31)CCSC2=O	-20	26	-10	103	-9	-1	102	100	-3	-11	-15

(next part)
SMILES	Mcl1-Bid inh	GSH bead fluor	Bcl-B Bim block	RGS4-Gao reg	Bcl-XL Bim block	Bcl-W Bim block	RGS8-Gao reg	RGS7-Gao	Bim-Mcl-1	Bcl-2 Bim block	Bfl-1 Bim block
CCOc1ccc(C(=S)N2CCOCC2)cc1OC	-32	22	-14	100	-5	-2	99	103	0	-2	4
COc1ccc2cc(CN(CC3CCCO3)C(=O)Nc3ccccc3OC)c(=O)[nH]c2c1 (stereo not drawn)	-14	14	-1	101	-2	0	102	103	0	-1	0
COc1ccc(NC(=O)c2cn(CCC#N)nc2-c2cccs2)cc1	3	12	-7	100	-2	0	100	98	0	-6	-17
CCC(C)c1ccc(OCCn2ccnc2)cc1 (stereo not drawn)	38	12	-6	102	-3	-3	99	105	0	0	0
CC(=O)Nc1ccc(C(=O)OCc2ccc(F)cc2Cl)cc1	1	12	-1	97	0	2	103	99	2	-1	-4
O=C(NCC(c1cccnc1)N1CCOCC1)Nc1ccccc1 (stereo not drawn)	1	15	-2	102	-4	0	101	98	0	0	0
CCCCCCCC(=O)NN=C1CCN(Cc2ccccc2)CC1	-18	16	-13	96	-9	-5	101	96	0	-24	-16
Cc1ccc(C)n1-c1ccc(-c2ccn[nH]2)cc1	-67	12	2	100	1	-1	100	?	0	1	4
Cc1c(C(=O)N2CCN(c3ccc(F)cc3)CC2)sc2nc(-c3ccccc3)cn12	-47	13	-5	103	-2	0	104	107	-2	-6	-7
Cc1cc(N2CCCCC2)n2ncc(-c3ccc(Cl)cc3)c2n1	-12	5	0	106	-6	-6	103	101	-4	0	9

Source: PubChem BioAssay
